TMEM16A act: activates or potentiates the mouse TMEM16A chloride channel; B-score at 10 µM; Q8BHY3; HEK293 TMEM16A/YFP-H148Q/I152L, iodide quench fluorescence; hits give low values; 340,000 tested, 0.3% active;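 active = fluorescence-ratio B-score plate-corrected deviation score at least 3 library SD below zero, with starting fluorescence score within 5 deviations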;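 also: channel opened by trigger with iodide after compound preincubation; score built on the fluorescence ratio of max minus min over baseline; more negative score means more quench and so TMEM16A activation or potentiation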
KCNK9 inh: blocks the human KCNK9 two-pore domain potassium channel; Q9NPC2; HEK293 KCNK9, FluxOR thallium flux fluorescence; hits give low values; B-score at 10 µM; 310,000 tested, 1.2% active; AID 488922;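 active = ratio B-score over 3 SD below the library mean, with starting fluorescence within 5 SD of its mean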;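 also: negative B-score means less thallium flux so channel inhibition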
KCNK3 block: human KCNK3 channel inhibition, primary screen | O14649 | CHO-KCNK3 thallium flux, FluxOR fluorescence; hits give low values | B-score at 10 µM | 340,000 tested, 0.84% active | AID 602410;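 active = B-score under library mean minus 4 SD, starting fluorescence ratio at most library mean plus 5 SD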;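 also: more negative B-score means stronger inhibition of thallium flux through KCNK3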
Target sequence (O14649 whole entry, looked up): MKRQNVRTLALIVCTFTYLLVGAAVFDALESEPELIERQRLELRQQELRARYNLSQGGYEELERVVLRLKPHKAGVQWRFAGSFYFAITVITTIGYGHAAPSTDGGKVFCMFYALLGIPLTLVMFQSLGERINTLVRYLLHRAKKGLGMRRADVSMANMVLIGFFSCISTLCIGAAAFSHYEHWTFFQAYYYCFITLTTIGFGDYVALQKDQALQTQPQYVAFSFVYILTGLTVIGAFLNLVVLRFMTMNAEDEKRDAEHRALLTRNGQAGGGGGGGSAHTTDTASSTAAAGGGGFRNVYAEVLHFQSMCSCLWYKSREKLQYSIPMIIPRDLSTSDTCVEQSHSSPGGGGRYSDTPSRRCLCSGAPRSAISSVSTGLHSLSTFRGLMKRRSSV
TMEM16A inh: mouse TMEM16A channel inhibition, primary screen. normalized B-score (activity score, 25-100; higher = stronger inhibition) at 10 µM. 310,000 tested, 1.2% active. Q8BHY3. AID 588511. HEK293 TMEM16A/YFP iodide influx fluorescence, ionomycin;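 active = ratio plate-corrected score three or more library SD toward inhibition, starting fluorescence score within five deviations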;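 also: score derived from kinetic fluorescence span divided by baseline fluorescence per well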
KCNQ1 inh: human KCNQ1 channel inhibition; 310,000 tested, 1.3% active; CHO-K1 KCNQ1, FluxOR thallium flux fluorescence; hits give high values; B-score at 10 µM; P51787;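 active = compounds whose thallium flux B-score, printed positive for inhibition, exceeds three library SD while starting fluorescence stays within three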;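 also: channel opened by potassium depolarization with thallium stimulus after 20 min compound exposure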
hERG protect: shields human hERG channel from block by proarrhythmic agents. Q12809. activation (rescue from dofetilide block), less the hit threshold, % at 10 µM. 310,000 tested, 0.51% active. CHO-hERG, FluxOR thallium flux, dofetilide IC70 present;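 active = activation above the mean of controls blocked by dofetilide plus 5 SD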;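 also: thallium influx through hERG after potassium depolarization seen as dye fluorescence rise; in these data hits start at about 4.7%; inactives centre near -7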
KCNQ1 act: potentiates or activates the human KCNQ1 potassium channel | B-score at 10 µM | CHO-K1 KCNQ1, thallium flux FluxOR fluorescence; hits give high values | 310,000 tested, 0.35% active | P51787 | AID 2648;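 active = fluorescence ratio B-score, a plate-corrected score, at least three library SD, with initial intensity B-score within 5 SD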
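Assay system: CHO-K1 cells stably expressing KCNQ1. Medium: assay buffer for compound exposure, DMSO matched across wells. Timing: 37 °C overnight plating, 90-min dark dye load, 20-min compound pretreatment. Signal: kinetic FluxOR fluorescence, 10 s baseline plus 110 s post-stimulus.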
TRPC4 agonist: opens the mouse TRPC4 cation channel; HEK293 TRPC4beta/mu-opioid, Fluo4 calcium fluorescence; hits give high values; B-score at 10 µM; 310,000 tested, 0.49% active; AID 2237;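 active = B-score above 5 SD of library B-scores, and initial fluorescence ratio not above library mean plus 5 SD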;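 also: positive B-score marks a calcium rise read as TRPC4 activation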
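Test system: HEK293 cells stably co-expressing mouse TRPC4beta and mu-opioid receptor | Schedule: Fluo4 dye loading 45 min at room temperature, 110 s recording | Measured by: Kinetic Fluo4 calcium fluorescence, 5 s baseline at 1 Hz | Evaluation: B score of integrated ratio | Controls: Buffer (low) and maximal DAMGO (high)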
HDAC3 inhib: blocks human histone deacetylase 3 | O15379 | recombinant HDAC3, fluorogenic peptide/trypsin coupled, fluorescence | inhibition, % at 8.3 µM | 320,000 tested, 0.15% active | AID 2718; in the data active = inhibition above about 26%, passing the limit was not always enough
Target sequence (O15379 whole entry, looked up): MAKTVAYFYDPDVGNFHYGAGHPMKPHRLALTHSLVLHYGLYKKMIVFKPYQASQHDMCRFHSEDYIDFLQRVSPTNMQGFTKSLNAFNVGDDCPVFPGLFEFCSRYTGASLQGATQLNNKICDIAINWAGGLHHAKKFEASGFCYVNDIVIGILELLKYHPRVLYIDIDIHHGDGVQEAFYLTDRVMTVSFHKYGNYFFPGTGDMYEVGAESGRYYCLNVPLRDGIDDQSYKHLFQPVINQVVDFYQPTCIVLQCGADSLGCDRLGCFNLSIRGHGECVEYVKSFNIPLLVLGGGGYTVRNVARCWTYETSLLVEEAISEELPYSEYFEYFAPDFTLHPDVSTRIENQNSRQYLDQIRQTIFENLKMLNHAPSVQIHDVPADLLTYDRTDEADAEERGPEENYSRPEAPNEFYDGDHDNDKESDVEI
TRPC4 PAM: allosteric potentiators of mouse TRPC4 channel. 310,000 tested, 0.42% active. B-score at 10 µM. AID 2227. Q9QUQ5. HEK293 TRPC4beta/mu-opioid, DAMGO EC20, Fluo-4 Ca2+ flux; hits give high values;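 active = B-score of calcium response area above 5 SD of library B-scores, with initial fluorescence ratio within 5 SD of library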;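 also: B-score of integrated fluorescence ratio over time as area under calcium response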
Dyrk1A ADPGlo: inhibitors of rat Dyrk1A kinase; Q63470; ADP-Glo luminescence, NFATc1 peptide; inhibition, % at 12.5 µM; 310,000 tested, 0.43% active; AID 504441; in the data active = inhibition above about 50%;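 also: plate controls were vehicle with enzyme for no effect and no enzyme for full effect; many of its hits are not listed in these tables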
* marks the source's active call; other numbers are inactive results; i = inactive; / = not tested or not shown. An excerpt; the hit share may differ from the screen's.

SMILES	TMEM16A act	KCNK9 inh	KCNK3 block	TMEM16A inh	KCNQ1 inh	hERG protect	KCNQ1 act	TRPC4 agonist	HDAC3 inhib	TRPC4 PAM	Dyrk1A ADPGlo
Cc1ccc(CN(Cc2ccccc2)C(=S)NCC(=O)N2CCC3(CC2)OCCO3)o1	i	i	i	i	i	-12	i	i	-4	i	/
Cc1cccc(CN2CCN(c3ccc(Cl)cc3)CC2)c1	i	i	i	i	i	-21	i	i	4	i	-9
c1ccc2sc(C3CCCNC3)nc2c1 (centres undefined)	i	i	i	i	i	-4	i	159*	-6	i	5
Cc1ccc(-n2c(O)c(/C=N/N3CCCCCC3)c(=O)[nH]c2=O)cc1C	i	i	i	i	i	-1	i	i	4	i	/
Fc1ccc(CCNCc2ccc(Cl)c(Cl)c2)cc1	i	i	i	i	i	-8	i	i	0	i	-9
CCCCn1c(=O)c(C(=O)Nc2ncccc2C)c(O)c2ccccc21	i	i	i	i	i	-8	i	i	4	i	-1
CCN(CC)c1ccc(N=Cc2c(O)n(-c3ccc(Cl)cc3)c(=O)[nH]c2=O)cc1	i	i	i	i	i	-8	i	i	-1	i	14
CC(=O)c1c(C)n(Cc2ccccc2)c2ccc(O)cc12	i	i	i	i	i	-13	i	i	-1	i	-2
c1ccc2c(CCNC3CCCCC3)c[nH]c2c1	i	i	i	i	i	-5	i	i	-1	i	1
Cc1ccc2cc(CNCCc3ccccc3C)c(=O)[nH]c2c1	i	i	i	i	i	-17	i	i	-2	i	17
CN1CN=C(N[N+](=O)[O-])N(Cc2ccco2)C1	i	i	i	i	i	-5	i	i	13	i	0
CCCC/C(=N/O)c1c(C)[nH]c2ccccc12	i	i	i	i	i	-10	i	i	3	i	/
CCOC(=O)C(O)(c1ccc(N(CC)C(=O)COc2ccccc2)cc1)C(F)(F)F (centres undefined)	i	i	i	i	i	-10	i	i	8	i	-7
Cn1cccc1/C=C1\C(=O)NC(=O)N(CCC2=CCCCC2)C1=O	i	i	i	/	i	-5	i	i	/	i	-1
Cc1ccc(NP(=O)(c2ccccc2)c2nc3ccccc3s2)cc1 (centres undefined)	i	i	i	i	i	-10	i	i	2	i	-6
c1ccc(CNC2=NCCS2)cc1	i	i	i	i	i	-4	i	i	0	i	6
Cc1c(C=O)c2ccccc2n1Cc1ccc(F)cc1	i	i	i	i	i	-11	i	i	6	i	6
CNc1cc(N2CCNCC2)ccc1[N+](=O)[O-]	i	i	i	i	i	-21	i	i	4	13*	1
COc1ccc2c(c1OC)C(=O)O[C@H]2[C@@H]1c2cc3c(cc2CCN1C)OCO3	i	/	i	i	/	/	/	/	1	/	8
N=C(N)c1c(O)n(C2CCCCC2)c(=O)n(C2CCCCC2)c1=O	i	i	i	i	i	-7	i	i	28*	i	/
O=P(O)(O)/C=C(\Cl)c1ccccc1	i	i	i	i	i	-8	i	i	-2	i	-4
O=C(c1cccn2c(=O)c3cc(Br)ccc3nc12)N1CCC2(CC1)OCCO2	i	i	i	i	i	-9	i	i	-2	i	-3
O=C1OCCN1P(=O)(c1ccccc1)c1ccccc1	i	i	i	i	i	-8	i	i	-3	i	0
COc1ccc2c(c1O)-c1c(OC)c(OC)cc3c1[C@H](C2)N(C)CC3	i	/	i	i	/	/	/	/	2	/	1
CCn1c(O)c(/C=N/NC(=O)c2ccccc2)c(=O)[nH]c1=S	i	i	i	i	i	-14	i	i	-3	i	-3
CCN(CC)P(=O)(Oc1cccc(C)c1)N(CC)CC	i	i	i	i	i	-9	i	i	3	i	3
CNCC1(c2ccccc2)CCCC1	i	i	i	i	i	0	i	i	-2	i	-9
CCn1c(O)c(N=Nc2ccc(S(=O)(=O)N3CCOCC3)cc2)c(=O)n(CC)c1=S	i	i	i	i	i	-17	i	i	6	i	-3
COc1ccc2c(c1O)C13CCN(C)C(C2)C1CCC(=O)C3 (centres undefined)	i	i	i	i	i	-2	i	93*	7	i	/
Cc1ccc2c(c1)CC1(CN2C)C(=O)NC(=O)N(CCC2=CCCCC2)C1=O (centres undefined)	i	i	i	i	i	-8	i	i	0	i	0
O=C1C2C3CCC(O3)C2C(=O)N1CCO (centres undefined)	i	i	i	i	i	-5	i	i	/	i	0
CCOc1ccccc1-n1c(O)c(C=NCCCN(CC)CC)c(=O)[nH]c1=O	i	i	i	i	i	-6	i	i	3	i	-6
CCN(CC)C(=O)c1ccc(NC(=O)CN2CCc3cc(OC)c(OC)cc3C2)cc1	i	i	i	i	i	-7	i	i	-3	i	1
CC(=O)N1CCC(N2CCCC(C(=O)c3cccc(Cl)c3)C2)CC1 (centres undefined)	i	i	i	i	i	-8	i	i	2	i	-1
Cc1cccc(OCC(=O)N2CCN(Cc3ccncc3)CC2)c1	i	i	i	i	i	-5	i	i	1	i	-6
O=P(Nc1ccccc1)(Nc1ccccc1)Oc1ccccc1	i	i	i	i	i	-13	i	i	7	i	-1
[N-]=[N+]=NCc1cn2cccnc2n1	i	i	i	i	i	-1	i	i	-22	i	-4
O=C(COC(=O)Cc1ccccc1)Nc1ncc(Cl)cc1Cl	i	i	i	i	i	-3	i	i	6	i	1
CCNC(=O)C1OC(n2cnc3c(N)ncnc32)C(O)C1O (centres undefined)	i	i	i	i	i	-11	i	53*	3	i	17
COc1cc2c(c(OC)c1OC)-c1ccc(O)cc1[C@@H](NC(C)=O)CC2	i	i	i	i	i	-4	i	i	-9	i	7
CN1CCN(Cc2ccc(OC(F)(F)F)cc2)CC1	i	i	i	i	i	-4	i	i	-5	i	9
CCCCn1c(O)c(C(CC)=NCc2ccc(F)cc2)c(=O)[nH]c1=O	i	i	i	i	i	-13	i	i	6	i	1
O=S(=O)(c1ccccc1)N1CN2CCN(C2)C1	i	i	i	i	i	-8	i	i	0	i	-4
Cc1ccc(Cn2nnnc2CN2CCC(n3nnc4cc(C(F)(F)F)ccc43)CC2)cc1	i	i	i	i	i	-20	i	i	/	i	5
Cc1c(NP(=S)(C(C)(C)C)C(C)(C)C)c(=O)n(-c2ccccc2)n1C	i	i	i	i	i	-5	i	i	-8	i	3
Fc1ccc2c(c1)nnn2C1CCN(Cc2nnnn2C2CCCCC2)CC1	i	i	i	i	i	-11	i	i	0	i	-4
CC(=O)O[C@@]12CO[C@@H]1C[C@H](OC1OCC(O)C(O)C1O)[C@@]1(C)C(=O)[C@H](O)C3=C(C)[C@@H](OC(=O)[C@H](O)[C@@H](NC(=O)c4ccccc4)c4ccccc4)C[C@@](O)([C@@H](OC(=O)c4ccccc4)C12)C3(C)C (some centres undefined)	i	i	i	i	i	-11	i	i	-3	i	5
O=C(C1CCCN(c2nnc(-n3cccc3)s2)C1)N1CCC2(CC1)OCCO2 (centres undefined)	i	i	i	i	i	-3	i	i	0	i	4
COc1ccc2c(c1)[C@@]13CCC=C[C@H]1[C@@H](C2)NCC3	i	/	i	i	/	/	/	/	-10	/	13
CCC(=NCC1CCCO1)c1c(O)n(-c2ccc(Cl)cc2)c(=O)[nH]c1=O (centres undefined)	i	i	i	i	i	-2	i	i	0	i	10
Carrying on.
SMILES	TMEM16A act	KCNK9 inh	KCNK3 block	TMEM16A inh	KCNQ1 inh	hERG protect	KCNQ1 act	TRPC4 agonist	HDAC3 inhib	TRPC4 PAM	Dyrk1A ADPGlo
O=c1[nH]c(=S)n(-c2ccccc2)c(O)c1C=NCCN1CCNCC1	i	i	i	i	i	-4	i	i	2	i	0
CCN(CC)C(=O)c1ccc(NC(=O)c2cccc(S(=O)(=O)N3CCN(Cc4ccccc4)CC3)c2)cc1	i	i	i	25*	i	-13	i	i	4	i	16
COc1ccc(OCCOc2cccc(C=C3C(=O)NC(=O)NC3=O)c2)cc1	/	i	/	i	i	-6	i	i	4	i	/
CC(=O)c1cccc(NC2=NCC(C)S2)c1 (centres undefined)	i	i	i	i	i	-9	i	i	-2	i	9
CCOC(=O)c1cn2nc(OP(=S)(OCC)OCC)cc2nc1C	i	i	i	i	i	-6	i	i	3	i	0
O=C(CN1CCCCC1)Nc1ccc(Br)cc1C(=O)c1ccccc1Cl	i	i	i	i	i	-14	i	i	-1	i	-3
COc1ccccc1N1CCN(Cc2ccccc2)CC1	i	i	i	i	i	-3	i	i	-7	i	/
COc1cccc(OCc2cc(C(=O)N3C[C@H]4C[C@@H](C3)c3cccc(=O)n3C4)no2)c1	i	i	i	/	i	-11	i	i	/	i	2
CC(C)c1ccc(-n2c(O)c(C=NC(CCS(C)=O)C(=O)O)c(=O)[nH]c2=S)cc1 (centres undefined)	i	i	i	i	i	-8	i	i	6	i	-10
CCN1CCN(C(=O)COc2ccc(S(=O)(=O)N3CCOCC3)cc2C)CC1	i	i	i	i	i	-8	i	i	-9	i	-7
OC(c1ccccc1)(c1ccccc1)C1CCCN1 (centres undefined)	i	i	i	i	i	-9	i	i	9	i	-5
CC1C2Cn3c(nc4ccccc43)C1N(C)O2 (centres undefined)	i	i	i	i	i	-10	i	i	3	i	/
Cc1ccc(-n2c(-c3ccc([N+](=O)[O-])cc3)nc3ccccc3c2=O)cc1	i	i	i	i	i	-4	i	i	6	i	-6
CN1CCN(c2nc(N)c(Br)c(Cl)n2)CC1	i	i	i	i	i	-4	i	i	0	i	7
C=CCn1c(O)c(C(C)=Nc2ccc3c(c2)CCC3)c(=O)[nH]c1=O	i	i	i	i	i	-6	i	i	-8	i	/
O=C1NC(=O)N(c2ccc(F)cc2)C(=O)/C1=C/c1ccsc1	i	i	i	i	i	-13	i	i	-11	i	-4
O=C1/C(=C/c2cc3c(cc2Cl)OCO3)N2CCC1CC2	/	i	/	i	i	-10	i	i	-2	i	/
Clc1cc(Cl)cc(NC2=NCCS2)c1	i	i	i	i	i	-1	i	i	7	i	14
CCN1CCN(c2ccc(N)cc2)CC1	i	i	i	i	i	-16	i	i	-4	i	-4
COc1ccc(CCn2c(O)c(C=Nc3ccc(NC(C)=O)cc3)c(=O)[nH]c2=O)cc1OC	i	i	i	i	i	-12	i	i	1	i	4
COCCNC(=O)c1c(NC(=O)c2ccc(Br)o2)n(Cc2ccccc2)c2nc3ccccc3nc12	i	i	i	i	i	-9	i	i	-9	i	4
CC1=C(C/C(C)=C/c2ccccc2)/C(=C/CO)[C@H](O)[C@](C)(O)C12CC2	i	i	i	i	i	-3	i	i	-7	i	33
O=C(/C=C/c1ccc(F)cc1)NC(=S)N1C[C@H]2C[C@H](C1)c1cccc(=O)n1C2	i	i	i	i	i	-4	i	i	1	i	15

Bioassay records as filed in PubChem BioAssay.
